CASP6 VEID inh: caspase-6 (human) enzyme inhibition | P55212 | purified caspase-6, Z-VEID-R110 cleavage fluorescence | inhibition, % at 12.5 µM | hit rate 0.53% among 350,000;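 active = mean inhibition across replicates at least about 35%, with every replicate also reaching that limit, limit read from the data; inconclusive = only one of the two criteria met; inactive = neither criterion met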;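 also: 0% = median of neutral control wells and 100% = no fluorescence left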
DENV2 CPE: inhibitors of DENV2 cytopathic effect | hit rate 1.7% among 350,000 | CPE inhibition, % at 9.99 µM | DENV2-infected cells, cytopathic effect rescue, plate reader; in the data active = CPE inhibition above about 20%, passing the limit was not always enough; inconclusive = no clear call, values can overlap the other calls; tested in BHK-21 cells;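 also: 0% = median of neutral control wells and 100% = median of positive control wells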
RAD52 inh: blocks human RAD52 DNA annealing; inhibition, % at 18.7 µM; P43351; recombinant RAD52 DNA annealing, FRET fluorescence; hit rate 0.46% among 360,000; AID 651710;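 active = every replicate showing at least 50% inhibition; inconclusive = mean inhibition at least 50% but not in every replicate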
Target sequence (P43351 whole entry, looked up): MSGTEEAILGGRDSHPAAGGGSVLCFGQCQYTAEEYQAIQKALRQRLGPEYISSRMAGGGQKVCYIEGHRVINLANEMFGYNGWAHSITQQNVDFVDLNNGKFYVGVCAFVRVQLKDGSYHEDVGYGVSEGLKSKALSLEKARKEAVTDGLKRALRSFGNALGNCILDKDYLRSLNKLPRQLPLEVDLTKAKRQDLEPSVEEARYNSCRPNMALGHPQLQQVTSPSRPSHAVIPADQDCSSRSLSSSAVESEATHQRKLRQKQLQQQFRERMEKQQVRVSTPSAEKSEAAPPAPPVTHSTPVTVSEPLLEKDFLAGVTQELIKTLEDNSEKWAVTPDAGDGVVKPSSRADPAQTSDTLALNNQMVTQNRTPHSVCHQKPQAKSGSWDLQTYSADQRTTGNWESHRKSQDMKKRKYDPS
E-selectin induc: E-selectin induction on HUVECs | activation, % at 7.58 µM | HUVEC E-selectin immunofluorescence imaging; normalized: neutral wells 0, TNF-alpha wells 100 | P16581 | hit rate 0.37% among 260,000;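 active = mean E-selectin-positive cell signal at least 10% of the positive control, reached in at least 60% of replicates, without over 20% cell loss; inconclusive = no rule given, readout overlaps actives, possibly toxicity-flagged; inactive = the rest, including those meeting only one limit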;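 also: in these data hits start at about 27%; measured in HUVEC primary endothelial cells; signal is the percent of cells scored E-selectin positive by PE staining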
Target sequence (P16581 whole entry, looked up): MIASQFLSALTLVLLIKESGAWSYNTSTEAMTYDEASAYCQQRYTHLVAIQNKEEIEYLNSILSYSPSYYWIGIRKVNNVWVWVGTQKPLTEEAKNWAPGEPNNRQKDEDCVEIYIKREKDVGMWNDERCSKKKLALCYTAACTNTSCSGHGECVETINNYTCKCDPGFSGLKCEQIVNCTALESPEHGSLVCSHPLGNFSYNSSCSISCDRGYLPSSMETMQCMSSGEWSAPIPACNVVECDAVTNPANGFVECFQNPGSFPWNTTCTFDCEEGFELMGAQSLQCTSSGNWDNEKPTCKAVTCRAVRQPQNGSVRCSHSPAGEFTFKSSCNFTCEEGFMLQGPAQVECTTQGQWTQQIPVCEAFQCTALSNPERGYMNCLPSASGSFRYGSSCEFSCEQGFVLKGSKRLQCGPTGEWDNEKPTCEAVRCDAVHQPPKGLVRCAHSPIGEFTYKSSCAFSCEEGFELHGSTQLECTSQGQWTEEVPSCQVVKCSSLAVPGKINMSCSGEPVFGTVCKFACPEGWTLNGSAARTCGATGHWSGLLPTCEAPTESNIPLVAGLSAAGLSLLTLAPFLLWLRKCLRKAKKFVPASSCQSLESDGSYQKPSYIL
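Test system – human umbilical vein endothelial cells (HUVEC), E-selectin induction · Input – 3,000 HUVEC seeded per well · Buffer or medium – EGM-2, gelatin · Compound dosing – single-point compound dose · Detection – immunofluorescence imaging · Measure – percent E-selectin-positive cells · Controls – TNF-alpha high, DMSO low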
INS-1E GSIS act: primary screen for activators of insulin secretion dependent on glucose, INS-1E cells, GLuc reporter luminescence. INS-1E GLuc reporter insulin secretion, 2-3 h. activation, % at 16.6 µM. hit rate 0.61% among 370,000. AID 743287;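 active = lowest replicate activation of at least 40%, so every replicate reaches that level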;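 also: 0% = median of neutral control wells and 100% = median of IBMX positive control wells; some compounds called inactive have numbers as strong as hits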
CFTR F508del cor: CFTR F508del correction in bronchial cells; CFBE cells, YFP halide quenching; stimulated with forskolin plus potentiator P3; % fluorescence drop versus neutral controls; activity (quench increase), % at 7.58 µM; hit rate 0.36% among 350,000;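 active = mean added fluorescence quench of at least 8% versus neutral control, with both replicates also reaching 8%; inconclusive = only one of the mean or replicate conditions met; inactive = mean below 8% and not both replicates reaching 8%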;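 also: cells transiently co-express mutant CFTR-F508del with the halide-sensitive YFP; corrector assay measuring rescue of mutant channel to the surface after 24 h compound exposure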
RAD54 inh: RAD54 (human) branch migration inhibition; inhibition, % at 10.4 µM; hit rate 0.14% among 360,000; RAD54 Holliday junction branch migration, FAM/BHQ fluorescence; Q92698;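 active = mean normalized replicate activity at least 40 and at least half of replicates scoring 40 or more; inconclusive = only one of the two criteria met; inactive = mean below 40 and under half of replicates reaching 40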;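 also: 0% = median of neutral control wells and 100% = median of positive control wells; inhibitors cause a drop in the FAM fluorescence signal; in these data hits start at about 50%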
Xi reactivation: X-chromosome reactivation activator; activation, % at 7.58 µM; XiGFP mouse fibroblasts, % GFP-positive cells imaging, 3 d; cells co-treated with 5-aza-dC sensitizer; scaled so ellipticine positive control = 100%; hit rate 0.055% among 360,000; AID 743238;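 active = mean normalized replicate activation at least 10% and every replicate at or above 10%; inconclusive = only one of the two criteria met; inactive = mean below 10% and not all replicates reach 10%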;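 also: 0% = median of on-plate neutral control wells and 100% = ellipticine 6 µM median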
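System: 68-5-11 XiGFP fibroblast line | Buffer or medium: DMEM containing 5-aza-dC | Compound: Single point | Times: Compounds 3 days, fix/stain 15 min at room temperature | Benchmarks: Positive control ellipticine, 6 µM final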
Numbers without * were called inactive; ? = inconclusive; / = not tested or not shown. Hits appear at their usual frequency. About 3.7% of those tested had a hit in this group.

SMILES | CASP6 VEID inh | DENV2 CPE | RAD52 inh | E-selectin induc | INS-1E GSIS act | CFTR F508del cor | RAD54 inh | Xi reactivation
CC(=O)c1sc(Nc2ccc(Oc3ccccc3)cc2)nc1C | -2 | -8 | 11 | / | -27 | 5.6 | 13 | 0.1
COc1ccc(-c2cc(-c3ccccc3)nc(SCC(=O)Nc3ncc(C)s3)c2C#N)cc1 | 0 | -3 | -35 | 0.4 | 2 | 1.0 | 3 | 0.4
O=C(Cc1ccccc1)NCC(=O)N/N=C/c1ccc(C(=O)O)cc1 | 6 | -11 | -12 | 0.1 | -6 | -0.9 | 16 | 0.0
C[C@H]1CN([C@@H](C)CO)C(=O)c2cccc(NC(=O)C3CCOCC3)c2O[C@@H]1CN(C)C(=O)NC1CCCCC1 | 0 | 10 | 5 | 0.0 | 12 | -2.9 | 3 | -0.8
COc1cc(/C=N/S(=O)(=O)CCc2ccccc2)cc(OC)c1O | -3 | -4 | -2 | -1.2 | 3 | -0.5 | -7 | 0.0
CC(C)(C)C(=O)CN1CCN(C2c3ccccc3-c3ccccc32)CC1 | -3 | / | -8 | / | 11 | / | 10 | /
CC1(C)CC(=O)C2=C(C1)N(c1ccccc1)C(=O)C2(O)C(F)(F)F (centres undefined) | -3 | -4 | -13 | / | 5 | -1.4 | -3 | -0.1
CCC(=O)N[C@H]1CC[C@@H](CC(=O)NCc2ccc(OC)cc2)O[C@H]1CO | 3 | -3 | 0 | -0.1 | -1 | 2.7 | -4 | 0.0
C[C@@H](NC(=O)C[C@@H]1C=C[C@@H](NS(=O)(=O)c2cccc(F)c2)[C@H](CO)O1)c1ccccc1 | -4 | 5 | -6 | 0.1 | -4 | -0.6 | -1 | -0.1
CCOC(=O)N1CCN(C(=O)COC(=O)C2CCN(S(=O)(=O)c3ccc(C)c(C)c3)CC2)CC1 | 1 | -1 | -2 | 1.5 | 22 | 3.5 | 1 | -0.7
O=C(NC1CCCCC1)[C@@H]1[C@@H](CO)[C@@H]2Cn3c(cccc3=O)[C@H]1N2CC1CCCCC1 | 1 | ? | -1 | -0.4 | -15 | -4.6 | / | 0.9
COc1ccc(CCNC(=O)CCS(=O)(=O)Cc2ccccc2C)cc1OC | -1 | 2 | -11 | 0.1 | -2 | 2.2 | -21 | 0.0
CC1CCc2c(sc3ncn4c(SCC(=O)NCc5ccco5)nnc4c23)C1 (centres undefined) | -1 | 3 | -14 | / | -15 | -0.8 | 0 | /
CN(CCOc1ccccc1)C(=O)c1ccc2c(=O)n3c(nc2c1)CCC3 | 0 | 11 | -3 | 0.2 | 18 | -1.0 | 3 | -0.1
COc1ccc(C2=NN(C(=O)COc3ncnc4ccccc34)C(c3ccco3)C2)cc1 (centres undefined) | -1 | 4 | -25 | / | 10 | -4.5 | / | 0.0
Fc1ccc(C2NC(=S)NC3=C2N2CCC3CC2)cc1 (centres undefined) | -2 | 13 | -5 | / | 12 | 0.9 | 9 | /
NNCCc1ccccc1 | -1 | ? | 0 | -0.3 | 5 | 2.2 | -1 | 0.0
CC1=NNC(=O)C1CC(=O)N/N=C/C(Br)=C/c1ccccc1 (centres undefined) | 4 | -1 | -7 | 1.6 | -21 | 0.0 | -4 | 0.0
COc1cccc(NS(=O)(=O)NC(=O)c2c(C)[nH]c3ccccc23)c1 | 1 | 0 | -13 | / | -5 | -3.1 | 0 | 0.0
O=C1C=CC(=O)N1CCNc1ncc(C(F)(F)F)cc1Cl | -1 | 2 | -20 | / | 147* | 6.1 | / | 0.0
COc1cccc(CN2CC(C(=O)NCCCc3ccncc3)CCC2=O)c1 (centres undefined) | 0 | -1 | -7 | -0.2 | 5 | 0.4 | -6 | 0.0
O=C(CC1Oc2ccccc2NC1=O)NCCCN1CCOCC1 (centres undefined) | -2 | -10 | -4 | / | -4 | -0.7 | 13 | -0.2
Nc1ncnc2c1ncn2[C@@H]1O[C@H](C(=O)N[C@@H](CCc2ccccc2)C(=O)N2CCN(C(=O)C(F)(F)F)CC2)[C@@H](O)[C@H]1O | -2 | -7 | -6 | 0.1 | 5 | 0.7 | / | 0.0
C[C@@H]1CN([C@H](C)CO)C(=O)c2cc(C#Cc3cccnc3)cnc2O[C@H]1CN(C)S(C)(=O)=O | 0 | -3 | -3 | 0.0 | 6 | -0.5 | -1 | 0.5
C[C@@H]1CN([C@H](C)CO)C(=O)c2cc(NC(=O)Nc3cccc4ccccc34)ccc2O[C@H]1CN(C)S(=O)(=O)c1ccc(Cl)cc1 | -1 | 19 | -7 | -2.2 | 14 | -1.2 | 11 | -0.1
O=C1CCc2cc(S(=O)(=O)NCc3ccc(F)cc3)cc3c2N1CC3 | 1 | -8 | -2 | 1.2 | 11 | -3.6 | / | 0.2
CC(C)CC#Cc1ccc([C@H]2[C@H]3CN(S(=O)(=O)c4ccc(F)cc4)CCCCN3[C@H]2CO)cc1 | 2 | 13 | -15 | -0.8 | 9 | 0.2 | -18 | -0.1
CC(=O)N1CCN(CC(c2ccccc2)c2ccccc2)CC1 | -1 | 2 | -12 | 0.0 | -2 | 2.3 | -13 | 0.0
CCOC(=O)NN1C(=O)c2ccccc2NC1c1ccccc1 (centres undefined) | / | / | / | 2.2 | 6 | / | 1 | 0.0
NC(=O)C1CCN(C(=O)c2ccc(OCC(=O)Nc3cccc(C(F)(F)F)c3)cc2)CC1 | 5 | -15 | 11 | 0.0 | 11 | -0.5 | / | 0.3
COc1cccc(CN(C)S(=O)(=O)c2c(C)noc2C)c1OC | 0 | -13 | -16 | -0.6 | 10 | -1.0 | 1 | 0.2
CCOC(=O)C1(CC2CCCCO2)CCN(C(=O)Nc2ccc3c(c2)OCO3)CC1 (centres undefined) | 0 | 18 | -3 | / | 3 | -3.6 | / | 0.0
Cc1cnc(C(=O)OCC(=O)Nc2ccc(Br)cc2F)cn1 | 2 | -7 | -10 | 1.3 | / | 0.6 | -15 | 0.0
COc1ccc(S(=O)(=O)Nc2ccc3c(c2)C(=O)N([C@@H](C)CO)C[C@H](C)[C@H](CN(C)CC2CCCCC2)OCCCC[C@H](C)O3)cc1 | / | 2 | / | 0.4 | -7 | -0.3 | 12 | 0.8
COCCNS(=O)(=O)c1cc(OC)c(C)cc1C | -6 | 8 | -2 | 0.1 | 17 | -2.1 | 5 | 0.1
Cc1ccc(NC(=O)CN(C)C(=S)NC2CC2)cc1 | 0 | -6 | 3 | 0.2 | 3 | -0.8 | / | 0.0
CN1C(=O)c2cc(NC(=O)c3ccc(F)cc3)ccc2OC[C@@H]2O[C@@H](CC(=O)O)CC[C@@H]21 | 1 | -4 | 2 | 0.0 | 5 | 1.1 | 5 | 0.2
CN1CCN(c2ccc(-c3cccc(NC(=O)COc4ccc(Cl)cc4Cl)c3)nn2)CC1 | -3 | 4 | 13 | / | 5 | -3.2 | / | -0.1
CN(C)CCCN(Cc1cc2cc3c(cc2[nH]c1=O)OCO3)C(=S)Nc1ccccc1 | -8 | -2 | 6 | -0.2 | -21 | 0.4 | / | 0.0
CN(CC(=O)Nc1ccccc1Br)C(=O)c1cc2c(s1)CCCCC2 | 0 | -1 | -39 | / | -37 | 0.9 | / | 0.4

Single records, from the list above. Values in the order: CASP6 VEID inh	DENV2 CPE	RAD52 inh	E-selectin induc	INS-1E GSIS act	CFTR F508del cor	RAD54 inh	Xi reactivation
`COc1cccc(CN(C)S(=O)(=O)c2c(C)noc2C)c1OC` as listed: 0	-13	-16	-0.6	10	-1.0	1	0.2
`COCCNS(=O)(=O)c1cc(OC)c(C)cc1C` as listed: -6	8	-2	0.1	17	-2.1	5	0.1
`CN1CCN(c2ccc(-c3cccc(NC(=O)COc4ccc(Cl)cc4Cl)c3)nn2)CC1` as listed: -3	4	13	/	5	-3.2	/	-0.1
`NC(=O)C1CCN(C(=O)c2ccc(OCC(=O)Nc3cccc(C(F)(F)F)c3)cc2)CC1` as listed: 5	-15	11	0.0	11	-0.5	/	0.3
`O=C1CCc2cc(S(=O)(=O)NCc3ccc(F)cc3)cc3c2N1CC3` as listed: 1	-8	-2	1.2	11	-3.6	/	0.2

(further entries)
SMILES | CASP6 VEID inh | DENV2 CPE | RAD52 inh | E-selectin induc | INS-1E GSIS act | CFTR F508del cor | RAD54 inh | Xi reactivation
C[C@H](CO)N1C[C@H](C)[C@@H](CN(C)Cc2ccc(Oc3ccccc3)cc2)Oc2ccc(NC(=O)CCC(F)(F)F)cc2C1=O | 2 | ? | -5 | 0.4 | -12 | -2.0 | 1 | -0.8
CN(C)c1ncnc2c1ncn2C1CCCCO1 (centres undefined) | -2 | 4 | -15 | -0.4 | 15 | -1.0 | 5 | 0.1
C[C@@H]1CN([C@H](C)CO)C(=O)c2cccc(NS(=O)(=O)c3ccc(F)cc3)c2O[C@H]1CN(C)Cc1ccc(-c2ccccc2)cc1 | / | -4 | 11 | 0.0 | -13 | -3.1 | 6 | 0.1
O=C(Cn1c(=O)oc2ccccc21)N1CCN(S(=O)(=O)c2ccccc2)CC1 | 2 | 1 | -135 | / | 4 | -3.2 | -2 | 0.0
CCOC(=O)C1CCN(C(=O)c2ccccc2)c2scc(-c3ccccc3)c2C1=O (centres undefined) | 0 | -3 | -20 | -0.3 | -15 | -3.3 | 0 | 0.1
O=C(C[C@@H]1C[C@@H]2c3cc(NC(=O)C4CCC4)ccc3O[C@@H]2[C@@H](CO)O1)NCc1ccc2c(c1)OCO2 | 12 | 5 | 5 | -0.7 | 3 | -2.9 | -15 | -0.1
CCC(=O)N1C[C@@H](C)[C@H](OC)CN(C)C(=O)c2cc(NC(=O)CC(F)(F)F)ccc2OC[C@@H]1C | 2 | -4 | -71 | -0.2 | -3 | -2.1 | / | 0.4
CCCCn1c(N)c(N(CC(C)C)C(=O)CCCn2c(=O)oc3ccccc32)c(=O)[nH]c1=O | -6 | -3 | -5 | -0.1 | 7 | 2.7 | 0 | 0.0
O=C(Nc1c2c(nn1-c1cccc(Cl)c1)CS(=O)(=O)C2)c1ccco1 | 17 | 1 | -8 | / | 29 | 0.7 | 3 | 0.2
CC(C)(C)NC(=O)COC(=O)c1ccccc1NC(=O)c1ccco1 | 0 | 3 | -17 | 4.4 | / | -0.9 | / | 0.0
Cc1c(C(=O)OCC(=O)N2CCCC(C)C2)oc2ccccc12 (centres undefined) | 4 | -4 | -7 | -0.1 | -9 | 0.7 | / | -0.1
